Pf Dd2 growth – blocks in vitro growth of P. falciparum Dd2; P. falciparum Dd2 growth, SYBR Green, 72 h; Potency, µM (doses to about 28.9 µM), for inactives: at the top dose activity, negative = inhibition, most hits filed as inhibitors; 4.3% of 120,000 active; AID 1347417; active = well fitted inhibition curve with a large enough effect; inconclusive = small, poorly fitted or top-dose-only effect; inactive = no such curve, though single readings can be large or run the other way;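 note: plate controls were DMSO vehicle for no effect and reference drug for full effect; nearly all actives have a fitted effect of over 65% in size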
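Infected erythrocytes (Dd2, 0.3% parasitemia, 2.5% hematocrit final) are added to compound in RPMI-1640/Albumax II medium, grown 72 h at 37C in low oxygen, then lysed with saponin/Triton-X containing SYBR Green and read by fluorescence.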
An asterisk follows results filed as active; i = inactive; ? = inconclusive; [ ] = another dose, or the depositor's remark. Potency is the fitted concentration of half-maximal effect.

SMILES	Pf Dd2 growth
O=C(CCc1cccnc1)N1CC(CNc2ccccc2)C2(C1)CN(c1ccccc1)C2 (stereo unspecified)	-11%[44.1 µM]
O=C(Nc1ccc(Cl)cc1)c1nc2c(o1)CCN(Cc1cccc(F)c1F)CC2	?
CCN(CC)C(=O)Cn1ncc2c([nH]c3ccc(C)cc32)c1=O	i
Cc1nc(C2CC(O)C2)cc(N2CCC(c3nncn3C)CC2)n1 (stereo unspecified)	6%
O=C(c1ccc(C(F)(F)F)cc1)N1CCCC2(CNc3ccccc3[S+](=O)([O-])N2)C1 (stereo unspecified)	-2%
CCOC(=O)C1CCCN(C(=O)CC(c2cccc([N+](=O)[O-])c2)c2c[nH]c3c(CC)cccc23)C1 (stereo unspecified)	13µM*
O=C(CC1CCCN(c2cn[nH]c(=O)c2)C1)Nc1ccccc1F (stereo unspecified)	19%
COc1ccc(-n2ccnc(NCCc3ccc(Cl)cc3)c2=O)cc1OC	14%
O=C(NCCc1cccs1)c1noc(-c2ccc(F)cc2)n1	-8%
COc1cc(=O)n2c(c1C(=O)Nc1ccc(Cl)c(F)c1)CCCC2	49%[activator]
O=C(NCCc1ccccc1)C1CCN(c2nc3ccccc3nc2C(F)(F)F)CC1	28%
O=C(NC1C[C@H]2CC[C@@H](C1)N2C(=O)C1CCOCC1)c1ccncc1 (stereo partly specified)	-13%

Brought forward from above: two entries, then new ones.
SMILES	Pf Dd2 growth
O=C(NCCc1ccccc1)C1CCN(c2nc3ccccc3nc2C(F)(F)F)CC1	28%
O=C(NC1C[C@H]2CC[C@@H](C1)N2C(=O)C1CCOCC1)c1ccncc1 (stereo partly specified)	-13%
CS(=O)(=O)N1CCc2nc(-c3ccc(Cl)cc3)[nH]c2C1	0%
Cc1c(C(=O)N(Cc2ccccc2F)C2CCS(=O)(=O)C2)oc2ccccc12 (stereo unspecified)	-20%
Cc1c(C(=O)N(C)C)sc2c1c(=O)n(-c1ccc(Cl)c(Cl)c1)c(=O)n2CC(=O)C(C)(C)C	51%[activator]
CC(C)CCN1CCC(N2CCN(C(=O)C3CCC3)CC2)C1=O (stereo unspecified)	-7%
COc1cc(C2c3c(-c4cc(C)ccc4O)n[nH]c3C(=O)N2Cc2cccnc2)cc(OC)c1OC (stereo unspecified)	-8%
COc1ccc(C2CC(=O)c3c([nH]c(C(=O)OC4CCCC4)c3C)C2)cc1OC (stereo unspecified)	?
CC(C)N[C@H]1CC(C)(C)[C@@H]2C[C@@](C)(O)CC[C@]12CCC(=O)NCCc1c[nH]c2ccccc12	?
COc1ccc(NC(=O)c2c(NCc3ccc(C)o3)sc3c2CCC(C)C3)cc1 (stereo unspecified)	8.9µM*
O=c1n(-c2ccncc2)nc2n1CCN(Cc1ccc(F)cc1)C2	?
COc1cc(NC(=O)NCC2CCN(Cc3ccccc3Cl)CC2)cc(OC)c1OC	-19%
CN1[C@@H](CCC(=O)NCc2ccccc2)CNC(=O)[C@@H]2[C@H]1CCN2Cc1ncc[nH]1	13%[44.1 µM]
CN1CC(=O)N(c2cccc(F)c2)Cc2c1ncnc2N1CCC(F)CC1	0%
C[C@H]1[C@@H]2[C@H]3OC(=O)[C@@H](C)[C@@H]3CC[C@@]2(C)CC[C@@H]1NC(=O)C1CCCCC1	i
O=C(CSc1ncc2c(n1)-c1cc(Cl)ccc1N(Cc1ccccc1)S2(=O)=O)Nc1ccc(F)cc1F	?
Cc1cc(C)c2c(CC(=O)Nc3ccc(S(=O)(=O)N4CCCC(C)C4)cc3)coc2c1 (stereo unspecified)	?
COc1ccc(NC(=O)c2ccc3c(c2)OCCN(CCC(F)(F)F)C3)cc1F	?
CC(C)(C)OC(=O)N1CC(c2ccccc2)C1	i
CCC1(C(=O)NCc2ccc(Cl)cc2)CCCCC(=O)N1 (stereo unspecified)	7%
Cc1coc2cc3oc(=O)c(CC(=O)NCCc4ccccc4)c(C)c3cc12	-18%
Cc1ccsc1CN1CCc2[nH]nc(C(=O)N(C)C)c2C1	?
COCC(=O)Nc1ccc(-c2noc([C@@H]3CCCN3CC(C)C)n2)cn1	11µM*
CC(=O)NCCCC(=O)N1CCOC2(CCN(C(=O)c3ccccc3)CC2)C1	15%
COc1cc(OC)c(NC(=O)Cn2nc3n(c2=O)CCCCC3)cc1Cl	i
Cc1cccc(C)c1NC(=O)CN(C)S(=O)(=O)c1ccc2[nH]c3c(c2c1)CCCC3	i
Cc1cccc(OCC2(CNCC(C)C)C[C@@H](O)[C@@H](O)C2)n1 (stereo partly specified)	?
CN(C)c1nc2c(c(=O)[nH]1)CCN(C(=O)CCCS(N)(=O)=O)C2	-5%
Cc1nc(N)ncc1C(=O)N1CC[C@@H]2[C@@H](CCC(=O)N2CCCO)C1	2%
Cc1ccc(C)c(NC(=O)Cn2c(C)cc3nc4n(c(=O)c32)CCCCC4)c1	-8%
CCCC(=O)N1CCC2(CC1)C(=O)N(C)c1ccccc12	44%[activator]
COc1ccc(C(=O)Nc2cnc(-c3ccc(Cl)cc3)nc2)cc1	i
COCCNC(=O)c1sc2ncccc2c1-n1c(C)ccc1C	i
COc1cc(NC(=O)Cn2c(N(C)Cc3ccccc3)nc(C)cc2=O)cc(OC)c1	?
COc1ccc(CN2CCCC3(CC(C(C)C)=NO3)C2)cc1 (stereo unspecified)	1%
OCC1(Cc2ccccc2)CCCN(Cc2cnn(-c3cccc(Cl)c3)c2)C1 (stereo unspecified)	?
CC(C)(C(=O)NCc1ccc(OC(F)(F)F)cc1)C1CCOCC1	19%
Cc1nc2cc(N3CCCC(C(=O)NCCN4CCCCCC4)C3)cnc2nc1C (stereo unspecified)	?

An excerpt from the list above:
SMILES	Pf Dd2 growth
Cc1cccc(OCC2(CNCC(C)C)C[C@@H](O)[C@@H](O)C2)n1 (stereo partly specified)	?
CN(C)c1nc2c(c(=O)[nH]1)CCN(C(=O)CCCS(N)(=O)=O)C2	-5%
Cc1nc(N)ncc1C(=O)N1CC[C@@H]2[C@@H](CCC(=O)N2CCCO)C1	2%
Cc1ccc(C)c(NC(=O)Cn2c(C)cc3nc4n(c(=O)c32)CCCCC4)c1	-8%

(list continues)
SMILES	Pf Dd2 growth
CCN(CC)Cc1cnc2c(C(=O)NCc3ccsc3)cnn2c1	?
COc1ccc(CN2CCC3(C2)C(=O)N(C)c2ccccc23)cc1 (stereo unspecified)	-4%[44.1 µM]
COc1ccc(CCC(=O)N(C)C2CCc3nnc(C)n3CC2)cc1OC (stereo unspecified)	10%
CNC(=O)N1C[C@@H](CN(C)C)[C@H](NC(=O)c2ccco2)C1	16%
Cc1ccc(-c2nnc(Nc3cccc(Cl)c3)c3ccccc23)cc1S(=O)(=O)NCC1CCCO1 (stereo unspecified)	10µM*
Cc1cc(C)n(-c2cccc(CN3CCN(C4CCNC4)CC3)c2)n1 (stereo unspecified)	-7%
O=C(CC1CCCC1)N1C[C@@H](CO)[C@H](c2nc(-c3ccncc3)no2)C1	4%
Cc1ccc(Cc2ccccc2C(=O)N2CCC3(CC2)CNC(=O)C3)cc1F	-1%
CC(C)N1C[C@H](O)C[C@H]1c1nnc2n1CCN(C(=O)c1ccc3ncccc3c1)C2	13%
COc1cccc(CN2CCNC(=O)C2CC(=O)NCC(N)=O)c1OC (stereo unspecified)	6%
COc1ccc(NC(=O)CSc2nc(-c3ccc(OC)cc3)[nH]c2-c2ccc(F)cc2)cc1	?
Cc1ccc(C(=O)CC2(O)C(=O)N(Cc3ccccc3)c3ccc(Br)cc32)cc1 (stereo unspecified)	10µM*
COc1ccc(CNC(=O)C(=O)Nc2ccccc2OC)cc1	7%
COc1ccc(F)c(F)c1CN1CCC2(CCNCC2)C1	-23%
CC(C)C1c2nccn2CCCN1C(=O)Cn1c(=O)oc2ccccc21 (stereo unspecified)	-19%
CCOCCCNC(=O)C(c1ccc(Cl)cc1)N(Cc1cccs1)C(=O)c1ccc(NC(C)=O)cc1 (stereo unspecified)	-5%
CCN1CCN(C2(C(=O)N3CCC(COC)C3)Cc3ccccc3C2)CC1 (stereo unspecified)	?
Cc1cn2nc(C(=O)N3CCCC3)cc2c(N(C)Cc2ccccc2)n1	-4%
CC(=O)N1CCn2c(nn(-c3ccc(C)cc3)c2=O)C1	14%[44.1 µM]
CC1=C[C@@H](CN2CCN(CCO)CC2)[C@H](C(C)C)C[C@H]1Cc1nnc(-c2ccc([N+](=O)[O-])cc2)o1	2.5µM*
CC(C)(C)c1nc(C(=O)NCc2ccc(F)cc2)n2ccncc12	?
Cc1ccccc1N1CCN(S(=O)(=O)c2nnc(NC(=O)c3ccc(Cl)cc3)s2)CC1	10%
CCCc1noc(-c2cccn3c(CNC(=O)c4cccc5[nH]ccc45)nnc23)n1	-3%
NCc1cn(C[C@H]2CC3CCN2C[C@@H]3C(=O)N2CCCC2)nn1 (stereo partly specified)	-9%[44.1 µM]
COCC(=O)Nc1ccc([C@@H](O)[C@H]2COCC(=O)N2C)cc1	6%[44.1 µM]
Cc1cccc(C)c1NC(=O)Cn1c(=O)cc(C)c2c(C)nn(-c3cccc(Cl)c3C)c21	42%[activator]
CCn1ccnc1CN(C)C(=O)c1cc(COc2ccccc2)[nH]n1	-10%
CCOc1cc(-c2cc(C(=O)O)c3c(-c4ccccc4)[nH]nc3n2)ccc1O	-3%
CNC(=O)C1(N2CCC[C@H]2C(=O)N2CC[C@@H](O)C2)CCCCC1	12%[44.1 µM]
CCN(CC)c1nc2ccccc2nc1C(=O)Nc1cc(OC)c(OC)c(OC)c1	i
FC(F)(F)CN1C2CCC1CN(c1nccs1)C2	?
CS(=O)(=O)NC1CCN(c2cc(C3CC(N)C3)nc(N)n2)CC1 (stereo unspecified)	0%
COc1cccc(C(=O)NC(C(=O)N2CCCCC2)C2CCN(C(=O)c3cccs3)CC2)c1 (stereo unspecified)	-9%
CCCNC(=O)CCc1ccnc(N2CCOCC2)c1	16%
O=C(Nc1ccc2c(c1)CCC2)N1CCc2c(nc3cc(-c4ccccc4)[nH]n3c2=O)C1	i
CCN(CC)C(=O)C(NC(=O)c1ccccc1)C1CCN(S(=O)(=O)c2ccc(C)cc2)CC1 (stereo unspecified)	i
CC(C)c1ccc(NC(=O)CCNS(=O)(=O)c2ccc3c(c2)CCCC(=O)N3)cc1	37%[activator]
CC(=O)c1ccc(NC(=O)CSc2cn(CC(=O)N3CCCCC3)c3ccccc23)cc1	0%
CCOC(=O)c1ccc(CNC(=O)c2cn(CCCc3ccccc3)nn2)o1	-14%
COCCNC(=O)[C@@H]1C[C@@H](O)CN1C1CCN(C(=O)c2ccc(C(C)C)cc2)CC1	-14%
O=C(NC1CCN(c2cc(-c3ccc(F)cc3)[nH]n2)C1)c1ccccc1Cl (stereo unspecified)	?
CC(C)c1ccc(/C=C(\C#N)c2nc(-c3cc4ccccc4oc3=O)cs2)cc1	48%[activator]
Cc1ccc(NC(=O)C[C@H]2NC(=O)c3ccccc3NC2=O)c(Cl)c1	-12%
Cc1nn(C)c(C)c1CCC(=O)N1CC2CC(C1)[C@H]1CCCC(=O)N1C2 (stereo partly specified)	3%
CC(C)c1ccc(CN2CCc3nc(N(C)C)[nH]c(=O)c3CC2)cc1	32%[activator][5.79 µM]
COCCCNC(=O)CCCN1C(=O)COc2ccc(C(=O)COc3ccccc3C)cc21	i
CN1CCCN(CC(=O)N2CCCC(c3ccc(C(=O)O)cc3)C2)CC1 (stereo unspecified)	-6%
C[C@@]1(O)CCN(C(=O)c2ccc(N3CCCC3=O)cc2)C[C@@H]1O	17%
O=[S+]([O-])(NC1CCCN(c2nc3ncccc3o2)C1)c1cccc(C(F)(F)F)c1 (stereo unspecified)	i
Cc1ccc(Cn2c(CN3CCN(c4cccc(Cl)c4)CC3)nc3c2c(=O)n(C)c(=O)n3C)cc1	?
CN(C)c1ccc(CNC(=O)Cn2ccc3cc(S(=O)(=O)N4CCCCCC4)ccc32)cc1	i
Cc1ccc(NC(=O)Nc2nnc(N(C)C3CCCCC3)s2)c(Cl)c1	-24%
O=C(Cc1c[nH]c2ccccc12)N1CCCC2(C1)Nc1cccnc1NC2=NC1CCCC1 (stereo unspecified)	-18%[5.79 µM]
CC(C)(C)C(=O)N1CC2(Cc3ccccc3N([S+](C)(=O)[O-])C2)C1	-15%
COc1ccc(Cl)cc1NC(=O)CCC1CCCN(C(=O)c2ccoc2C)C1 (stereo unspecified)	4µM*
COC(=O)C1=C(C)N=C2SC=C(CC(=O)NC3CCCCC3)N2C1c1ccsc1 (stereo unspecified)	-13%
O=C(Nc1nnc(S(=O)(=O)N2CCCCCC2)s1)c1ccccc1Cl	-9%
COc1ccc(CNC(=O)CCS(=O)(=O)c2cc3c4c(c2)CCN4C(=O)CC3)cc1OC	32%[activator]
CCCSCCCNC(=O)c1ccc2nc(Cc3ccccc3)oc2c1	?
Cc1ccccc1NC(=O)N1C[C@@H](F)C[C@H]1C(=O)N1CCCCC1	i
COc1ccc(OC)c(C2C(C(=O)Nc3ccc(C)cc3)=C(C)Nc3nnnn32)c1 (stereo unspecified)	?

An excerpt of these results, as labelled records.
COCCCNC(=O)CCCN1C(=O)COc2ccc(C(=O)COc3ccccc3C)cc21
  Pf Dd2 growth: i

CN1CCCN(CC(=O)N2CCCC(c3ccc(C(=O)O)cc3)C2)CC1 (stereo unspecified)
  Pf Dd2 growth: -6%

C[C@@]1(O)CCN(C(=O)c2ccc(N3CCCC3=O)cc2)C[C@@H]1O
  Pf Dd2 growth: 17%

O=[S+]([O-])(NC1CCCN(c2nc3ncccc3o2)C1)c1cccc(C(F)(F)F)c1 (stereo unspecified)
  Pf Dd2 growth: i

High-throughput results (PubChem)

Not all compounds are listed (hit frequency here may not be typical).
